IDH1 mut inh = IDH1 R132H (human) inhibition | O75874 | IDH1 R132H reductase, diaphorase/resazurin fluorescence, 60 min | inhibition, % at 10 µM | 70,000 tested, 0.18% active; in the data active = inhibition above about 34%;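 also: 0% = DMSO and 100% = no enzyme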
EZH2 inh = inhibitors of human EZH2/PRC2 methyltransferase. Q15910. PRC2 H3K27 methylation, DELFIA TRF, 1 h. inhibition, % at 12.5 µM. 57,000 tested, 0.35% active;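 active = mean inhibition of replicates at least 50% and every single replicate also reaching 50%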;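 also: dimethyl H3K27 on biotinylated H3 21-44 peptide detected by antibody; plate controls were median neutral control wells for no effect and median positive control wells for full effect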
Target sequence (Q15910 whole entry, looked up): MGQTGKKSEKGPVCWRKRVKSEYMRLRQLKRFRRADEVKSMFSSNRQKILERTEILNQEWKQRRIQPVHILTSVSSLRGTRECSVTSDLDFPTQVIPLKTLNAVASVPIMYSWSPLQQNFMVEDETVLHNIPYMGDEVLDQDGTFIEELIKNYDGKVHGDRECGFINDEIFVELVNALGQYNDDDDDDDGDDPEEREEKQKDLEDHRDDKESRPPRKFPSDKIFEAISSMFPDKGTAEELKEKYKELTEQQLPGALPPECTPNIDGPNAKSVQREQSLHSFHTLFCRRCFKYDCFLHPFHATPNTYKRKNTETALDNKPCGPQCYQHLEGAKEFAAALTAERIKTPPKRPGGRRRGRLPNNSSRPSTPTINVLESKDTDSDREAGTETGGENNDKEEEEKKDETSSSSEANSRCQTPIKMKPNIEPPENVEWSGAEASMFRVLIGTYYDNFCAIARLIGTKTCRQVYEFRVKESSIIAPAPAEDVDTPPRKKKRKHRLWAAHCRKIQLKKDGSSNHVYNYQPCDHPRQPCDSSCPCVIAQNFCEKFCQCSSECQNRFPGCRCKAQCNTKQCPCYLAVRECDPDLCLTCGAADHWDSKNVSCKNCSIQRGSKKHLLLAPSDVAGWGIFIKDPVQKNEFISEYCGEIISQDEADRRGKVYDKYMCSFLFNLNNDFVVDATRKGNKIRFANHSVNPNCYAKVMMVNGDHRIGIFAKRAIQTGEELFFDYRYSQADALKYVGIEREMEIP
Starred values were filed as active, the others as inactive; · = not tested or not shown; & = joins results of further samples. The list is partial; the hit share may differ from the screen's.

Each structure is followed by: EZH2 inh, IDH1 mut inh
1: CO[C@H]1CN(C)C(=O)c2cc(NC(=O)c3ccccc3)ccc2OC[C@H](C)N(C(C)=O)C[C@@H]1C
  -5, 0.1
2: C[C@H]1CN([C@@H](C)CO)C(=O)c2cc(C#CCN(C)C)cnc2O[C@H]1CN(C)C(=O)c1cccnc1
  ·, 0.6
3: CCc1ccc(C(=O)Nc2ccc(S(=O)(=O)Nc3nc(C)cc(C)n3)cc2)o1
  6, -0.5
4: O=C(C[C@@H]1CC[C@H](NC(=O)CC2CC2)[C@H](CO)O1)NCc1ccc(Cl)cc1
  1, -0.8
5: COc1ccc(S(=O)(=O)N(C)C[C@H]2Oc3ccc(NC(=O)Nc4ccc(F)cc4)cc3CC(=O)N([C@@H](C)CO)C[C@@H]2C)cc1
  ·, 0.1
6: O=C(C[C@H]1C[C@@H]2c3cc(NC(=O)c4cccnc4)ccc3O[C@@H]2[C@@H](CO)O1)NCc1cccnc1
  -8, -0.2
7: C[C@H]1CN([C@@H](C)CO)S(=O)(=O)c2ccc(C#CC3CC3)cc2O[C@@H]1CN(C)C(=O)c1ccccc1
  ·, 0.2
8: C[C@H]1CN([C@@H](C)CO)S(=O)(=O)c2ccc(C3=CCCCC3)cc2O[C@@H]1CN(C)C(=O)C1CCCCC1
  -17, ·
9: COc1ccc(S(=O)(=O)N(C)C[C@@H]2Oc3c(NS(C)(=O)=O)cccc3C(=O)N([C@@H](C)CO)C[C@@H]2C)cc1
  ·, 1.2
10: Cc1cc(C(=O)Oc2c(C)cc(C(=O)O)c(O)c2C)c(O)c(C)c1O
  ·, 0.4
11: O=C(C[C@H]1CC[C@@H](NC(=O)Nc2ccc(C(F)(F)F)cc2)[C@@H](CO)O1)NCc1ccccn1
  -10, 0.1
12: CN1CCN(C(=O)C[C@@H]2CC[C@@H](NC(=O)Cc3ccccn3)[C@H](CO)O2)CC1
  -4, 0.4
13: O=C(C[C@@H]1C[C@H]2c3cc(NC(=O)c4ccc5c(c4)OCO5)ccc3O[C@H]2[C@H](CO)O1)NC1CCCC1
  19, -0.1
14: COCC(=O)N1C[C@H](C)[C@@H](OC)CN(C)C(=O)c2cc(NC(=O)c3ccc(F)cc3)ccc2OC[C@@H]1C
  2, -0.2
15: CCC(=O)Nc1ccc2c(c1)OC[C@@H](C)N(CC1CCOCC1)C[C@@H](C)[C@@H](OC)CN(C)C2=O
  9, 0.1
16: COc1ccc(NC(=O)Nc2cccc3c2O[C@@H](CN(C)Cc2ccc(Oc4ccccc4)cc2)[C@@H](C)CN([C@@H](C)CO)C3=O)cc1
  ·, -1.1
17: C[C@@H]1CN([C@@H](C)CO)C(=O)c2cc(NC(=O)Nc3ccc(F)cc3)ccc2O[C@@H]1CN(C)S(C)(=O)=O
  -3, 1.1
18: C[C@H]1CN([C@@H](C)CO)S(=O)(=O)c2ccc(C3=CCCC3)cc2O[C@@H]1CN(C)C(=O)CC1CC1
  9, 2.4
19: Cc1cc(Cl)ccc1OC(C)C(=O)Nc1ccc(C(=O)Nc2ccccc2C(=O)O)cc1 (stereo not drawn)
  60*, -0.1
20: CC(C)CC#Cc1cnc2c(c1)C(=O)N([C@@H](C)CO)C[C@H](C)[C@@H](CN(C)S(=O)(=O)c1ccccc1)O2
  -2, -3.6
21: CCC(=O)Nc1ccc2c(c1)OC[C@H](C)N(C(=O)c1cnccn1)C[C@@H](C)[C@H](OC)CN(C)C2=O
  4, 0.1
22: Cc1ccc(S(=O)(=O)Nc2cccc3c2O[C@H](CN(C)C)[C@@H](C)CN([C@@H](C)CO)C3=O)cc1
  -10, 0.4
23: COc1ccc(C2C(C(N)=O)=C(C)Nc3nc(SCc4ccccc4Cl)nn32)c(OC)c1 (stereo not drawn)
  ·, 0.7
24: O=C(CCN1C(=O)c2ccccc2C1=O)Nc1ccccc1C(=O)N1CCCC1
  -4, 0.3
25: COc1cccc2oc3c(c(=O)c12)C(C(=O)O)=CC(CO)=CO3
  ·, 0.3
26: O=C(C[C@H]1C[C@@H]2c3cc(NC(=O)Nc4ccc(F)cc4)ccc3O[C@@H]2[C@H](CO)O1)NC1CCCC1
  -4, 0.0
27: Cc1noc(C)c1NC(=O)Nc1ccc2c(c1)C(=O)N([C@H](C)CO)C[C@H](C)[C@@H](CN(C)C(=O)C1CCCCC1)OCCCC[C@H](C)O2
  ·, -0.5
28: C[C@@H]1CN([C@@H](C)CO)S(=O)(=O)c2ccc(C#Cc3ccccc3F)cc2O[C@H]1CN(C)C
  14, -0.1
29: C[C@@H]1CN([C@H](C)CO)C(=O)c2cc(NC(=O)Cc3ccccc3)ccc2O[C@H]1CN(C)C(=O)Nc1ccc(C(F)(F)F)cc1
  -8, ·
30: CO[C@@H]1CN(C)C(=O)c2ccc(NC(=O)C3CC3)cc2OC[C@H](C)NC[C@@H]1C
  4, 0.3
31: O=C(CSc1nnnn1-c1cccc(C(=O)O)c1)Nc1ccccc1F
  3, 0.1
32: C=CCNC(=O)[C@H]1[C@@H]2C(=O)O[C@@H](c3ccccc3)[C@@H](c3ccccc3)N2[C@@H](c2ccccc2OCCO)[C@]12C(=O)Nc1ccc(C#Cc3ccc(OC)cc3)cc12
  -19, ·
33: COc1ccc(Cl)cc1NC(=O)CSc1nnc(-c2cccc(C)c2)n1C
  0, -0.2
34: O=C(C[C@H]1CC[C@H](NC(=O)Nc2ccc(F)cc2)[C@@H](CO)O1)NCc1cccc(F)c1
  2, -0.2
35: Cc1ccc(C(=O)CSc2nc(C)nc3sc(C)c(C)c23)cc1
  5, 0.2
36: CO[C@@H]1CN(C)C(=O)c2ccc(NC(C)=O)cc2OC[C@H](C)N(C(=O)c2ccccc2)C[C@H]1C
  3, 0.1
37: CCC(=O)N(C)C[C@@H]1Oc2ncc(C#CC(C)C)cc2C(=O)N([C@H](C)CO)C[C@@H]1C
  -15, 24
38: C[C@@H]1CN([C@@H](C)CO)C(=O)c2cc(-c3cncnc3)cnc2O[C@@H]1CN(C)Cc1ccc(F)cc1
  ·, -2.3
39: CN1CCN(C(=O)C[C@H]2C[C@@H]3c4cc(NC(=O)NC5CCCCC5)ccc4O[C@@H]3[C@@H](CO)O2)CC1
  14, 0.2
40: CCCC#Cc1cnc2c(c1)C(=O)N([C@H](C)CO)C[C@H](C)[C@H](CN(C)C(=O)c1cnccn1)O2
  -8, -0.4
41: CO[C@@H]1CN(C)C(=O)c2ccc(NS(C)(=O)=O)cc2OC[C@H](C)N(C(=O)CN(C)C)C[C@@H]1C
  -2, -0.2
42: C[C@H](CO)N1C[C@H](C)[C@@H](CN(C)C)Oc2ncc(/C=C/c3ccccc3)cc2C1=O
  -12, 1.1
43: Cc1ccc(S(=O)(=O)Nc2ccc3c(c2)C(=O)N([C@@H](C)CO)C[C@H](C)[C@H](CN(C)C(=O)NC(C)C)O3)cc1
  -6, -2.1
44: Cc1ccc(S(=O)(=O)N(C)C[C@@H]2Oc3c(NC(=O)Nc4ccccc4)cccc3C(=O)N([C@@H](C)CO)C[C@H]2C)cc1
  -23, ·
45: COc1ccc(C#Cc2cnc3c(c2)C(=O)N([C@@H](C)CO)C[C@@H](C)[C@H](CN(C)C(C)=O)O3)cc1
  8, -0.5
46: O=C(CN1CCN(S(=O)(=O)c2cccc([N+](=O)[O-])c2)CC1)Nc1ccc(F)cc1
  1, 0.4
47: Cc1noc(C)c1S(=O)(=O)Nc1ccc2c(c1)C(=O)N([C@H](C)CO)C[C@@H](C)[C@H](CN(C)Cc1ccc(C(=O)Nc3ccccc3N)cc1)O2
  -7, ·
48: Cc1noc(C)c1NC(=O)N(C)C[C@@H]1Oc2ncc(Br)cc2C(=O)N([C@H](C)CO)C[C@@H]1C
  3, 18
49: CC1CC(=O)C2=C(CCC3(O)C2C(=O)c2cccc(O)c2C3O)C1 (stereo not drawn)
  ·, 1.0
50: O=C(N/N=C/C(Br)=C/c1ccccc1)c1ccccc1O
  -6, -0.5
51: C[C@H](CO)N1C[C@H](C)[C@@H](CN(C)Cc2ccccn2)Oc2ncc(C#CCC3CCCC3)cc2C1=O
  -9, -1.4
52: Cc1ccc(OCC(=O)Nc2cccc(-c3nnc(-c4ccccc4)o3)c2)cc1
  25, -0.2
53: C[C@@H]1CN([C@@H](C)CO)C(=O)c2cc(NS(=O)(=O)c3cccs3)ccc2O[C@@H]1CN(C)Cc1ccc(Oc2ccccc2)cc1
  ·, -0.4
54: COc1ccc(CN(C)C[C@H]2Oc3ccc(NC(=O)NC4CCCCC4)cc3CC(=O)N([C@@H](C)CO)C[C@@H]2C)cc1
  -11, 0.4
55: Cc1noc(C)c1S(=O)(=O)N(C)C[C@H]1OCCCC[C@H](C)Oc2ccc(NC(=O)CCC(F)(F)F)cc2C(=O)N([C@@H](C)CO)C[C@H]1C
  ·, 0.4
56: C[C@H](CO)N1C[C@H](C)[C@@H](CN(C)Cc2ccc(C(F)(F)F)cc2)Oc2ccc(NS(=O)(=O)c3ccccc3)cc2C1=O
  -13, -0.6
57: COc1ccc(-c2cnc3c(c2)C(=O)N([C@H](C)CO)C[C@@H](C)[C@@H](CN(C)Cc2ccccn2)O3)cc1
  4, -0.2
58: C[C@@H]1CN([C@H](C)CO)C(=O)c2ccccc2-c2ccccc2CO[C@@H]1CN(C)Cc1ccc(Oc2ccccc2)cc1
  ·, -4.1
59: COc1cc(NC(=O)CSc2ncnc3sc4c(c23)CCCC4)cc(OC)c1
  5, -0.2
60: CC(/C=C/c1cccc(Oc2ccc(F)cc2)c1)N(O)C(N)=O (stereo not drawn)
  ·, -4.9&-6.4

Part of the list above, reformatted:
no. | Compound | EZH2 inh | IDH1 mut inh
51 | C[C@H](CO)N1C[C@H](C)[C@@H](CN(C)Cc2ccccn2)Oc2ncc(C#CCC3CCCC3)cc2C1=O | -9 | -1.4
57 | COc1ccc(-c2cnc3c(c2)C(=O)N([C@H](C)CO)C[C@@H](C)[C@@H](CN(C)Cc2ccccn2)O3)cc1 | 4 | -0.2
59 | COc1cc(NC(=O)CSc2ncnc3sc4c(c23)CCCC4)cc(OC)c1 | 5 | -0.2
53 | C[C@@H]1CN([C@@H](C)CO)C(=O)c2cc(NS(=O)(=O)c3cccs3)ccc2O[C@@H]1CN(C)Cc1ccc(Oc2ccccc2)cc1 | · | -0.4
46 | O=C(CN1CCN(S(=O)(=O)c2cccc([N+](=O)[O-])c2)CC1)Nc1ccc(F)cc1 | 1 | 0.4
58 | C[C@@H]1CN([C@H](C)CO)C(=O)c2ccccc2-c2ccccc2CO[C@@H]1CN(C)Cc1ccc(Oc2ccccc2)cc1 | · | -4.1

(cont.)
Each structure is followed by: EZH2 inh, IDH1 mut inh
61: C[C@@H]1CN([C@@H](C)CO)C(=O)c2cccc(NC(=O)Nc3ccccc3)c2O[C@H]1CN(C)S(=O)(=O)c1ccccc1
  -2, 1.0
62: C[C@H]1CN([C@@H](C)CO)C(=O)c2cc(NC(=O)c3ccncc3)ccc2O[C@H]1CN(C)CC1CCCCC1
  12, 2.7
63: C[C@@H]1CN([C@@H](C)CO)C(=O)CCCn2nncc2CO[C@H]1CN(C)S(=O)(=O)c1ccc(F)cc1
  -4, 1.7
64: COc1ccc(CN(C)C[C@@H]2Oc3ccc(NC(=O)NC4CCCCC4)cc3C(=O)N([C@H](C)CO)C[C@@H]2C)cc1
  ·, 0.3
65: C[C@@H]1CN([C@H](C)CO)C(=O)c2cc(NS(C)(=O)=O)ccc2O[C@@H](C)CCCCO[C@@H]1CN(C)Cc1ccc2c(c1)OCO2
  -3, 2.1
66: CCCN1C[C@@H](C)[C@@H](OC)CN(C)C(=O)c2cc(NC(=O)Nc3ccccc3F)ccc2OC[C@@H]1C
  -6, 0.0
67: Cn1c(SCC(=O)Nc2cc(Cl)cc(Cl)c2)nnc1-c1ccc(Cl)cc1
  ·, -0.1
68: C[C@@H]1CN([C@@H](C)CO)C(=O)c2cc(NS(=O)(=O)c3ccc(F)cc3)ccc2O[C@H]1CN(C)C(=O)Nc1ccc2c(c1)OCO2
  ·, -0.6
69: COc1ccc(-c2nn(C)c(=O)c3ccccc23)cc1CNS(=O)(=O)c1ccc(Cl)cc1
  -5, -0.2
70: Cc1noc(C)c1NC(=O)N[C@H]1C=C[C@@H](CC(=O)NCc2ccc(Cl)c(Cl)c2)O[C@@H]1CO
  6, 0.1
71: Cc1cc2nn(-c3cccc4ccccc34)nc2cc1NC(=O)COc1ccc([N+](=O)[O-])cc1
  -4, 0.1
72: COc1ccccc1-c1ccc2c(c1)O[C@H](CN(C)C(=O)c1ccccc1)[C@H](C)CN([C@@H](C)CO)S2(=O)=O
  -4, -3.7
73: CO[C@@H]1CN(C)C(=O)c2ccc(NS(C)(=O)=O)cc2OC[C@@H](C)N(C(=O)C2CCCCC2)C[C@H]1C
  9, -0.4
74: C[C@@H]1CN([C@@H](C)CO)C(=O)c2cc(C#CC(C)(C)O)cnc2O[C@@H]1CN(C)C(=O)C1CCCCC1
  1, 1.6
75: C=CCOC(=O)C1=C[C@H](c2cn(C(C)=O)c3ccccc23)[C@@H](CCCO)[C@H](OCC)O1
  6, ·
76: C[C@H]1CN([C@@H](C)CO)C(=O)c2cc(NS(=O)(=O)c3cn(C)cn3)ccc2O[C@H]1CN(C)CC1CCCCC1
  ·, 1.3
77: C[C@@H]1CCCCO[C@H](CN(C)S(C)(=O)=O)[C@@H](C)CN([C@H](C)CO)C(=O)c2cc(NC(=O)Nc3cccc4ccccc34)ccc2O1
  ·, -2.3
78: O=C(C[C@@H]1C=C[C@@H](NS(=O)(=O)c2ccccc2)[C@@H](CO)O1)NCc1ccccc1F
  -2, -0.1
